Screens deposited in PubChem BioAssay by several laboratories.
Scp-1 inhibitor = Scp-1 (human) phosphatase inhibition; Q9GZU7; Recombinant Scp1, phosphopeptide, malachite green phosphate absorbance; inhibition, % at 20 µM; 0.88% of 340,000 active;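 active = inhibition above about 50% at 20 µM, limit read from the data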;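 also: plate controls were DMSO wells with enzyme for no effect and wells lacking enzyme for full effect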
Target sequence (Q9GZU7 76-261 limits assumed): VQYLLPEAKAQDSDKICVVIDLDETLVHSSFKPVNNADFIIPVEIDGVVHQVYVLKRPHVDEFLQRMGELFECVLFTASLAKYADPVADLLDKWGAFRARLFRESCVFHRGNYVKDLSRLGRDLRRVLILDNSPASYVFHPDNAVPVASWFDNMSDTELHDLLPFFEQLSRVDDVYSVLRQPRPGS
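System: truncated SCP-1 phosphatase (76-261aa); medium: Tris acetate buffer pH 5.5 with MgCl2 and Tween-20; incubation: 45 min room-temperature reaction, 5 min colour, 30 min stabiliser; compound: single 20 µM dose, 1% DMSO; reagent: Phosphorylated 17-residue peptide substrate; read-out: % inhibition at 20 µM; technique: colorimetric free-phosphate detection, absorbance 630 nm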
NadD block = inhibitors of Staphylococcus aureus NadD; purified NadD enzyme, colorimetric absorbance read-out; inhibition, % at 20 µM; 0.78% of 360,000 active; AID 602399; in the data active = inhibition above about 26%; also: some compounds past the cut are filed as inactive
Tb MetRS inh = blocks T. brucei methionyl-tRNA synthetase activity; AID 624268; inhibition, % at 11.9 µM; purified T. brucei MetRS, ATP depletion, Kinase-Glo luminescence; 0.4% of 360,000 active;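 active = inhibition above a per-plate cutoff of the control wells' mean inhibition plus 3 SD, cut at about 5.5% in these data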;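 also: 0% = DMSO wells median and 100% = median of wells with control inhibitor compound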
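Measured by: Kinase-Glo luciferase luminescence reporting remaining unconsumed ATP. Material: purified T. brucei MetRS enzyme. Doses: 11.9 µM compound single dose, 0.9% DMSO. Medium: HEPES buffer containing pyrophosphatase, BSA, spermine, DTT. Times: 15 min preincubation, 2 h reaction, all 25 °C. Reagent: methionine, ATP and bulk E. coli tRNA.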
DNMT1 inh = inhibitors of human DNMT1. inhibition (reported as % activation of signal), % at 10 µM. AID 588458. 0.83% of 360,000 active. DNMT1 molecular beacon, Hinp1I cleavage, fluorescence; in the data active = inhibition above about 50%
SUMO1-SIM PPI = SUMO1-SIM interaction modulation. P63165. SUMO1 binding to a labelled peptide, TR-FRET, 1 h. inhibition, % at 20 µM. 0.33% of 360,000 active. AID 602429; in the data active = inhibition above about 37%
Target sequence (P63165 whole entry, looked up): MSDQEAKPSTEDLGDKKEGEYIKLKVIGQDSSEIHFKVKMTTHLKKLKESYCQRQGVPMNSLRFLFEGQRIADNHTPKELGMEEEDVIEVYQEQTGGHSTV
LMPTP block = LMPTP (human) inhibition; AID 651560; inhibition, % at 20 µM; 0.22% of 360,000 active; recombinant LMPTP-A, OMFP fluorogenic substrate, fluorescence intensity; P24666;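 active = compounds that cut the enzyme signal by at least half of the control window in the single-dose screen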;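 also: plate controls were DMSO wells with enzyme plus substrate for no effect and substrate without enzyme for full effect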
Target sequence (P24666 whole entry, looked up): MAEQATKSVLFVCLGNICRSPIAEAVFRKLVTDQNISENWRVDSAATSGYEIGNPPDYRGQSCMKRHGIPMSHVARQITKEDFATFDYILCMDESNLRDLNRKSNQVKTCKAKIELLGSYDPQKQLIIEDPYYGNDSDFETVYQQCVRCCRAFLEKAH
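Material: LMPTP-A; amount: 0.625 nM enzyme; doses: single 20 µM dose; times: reaction 50 min, room temperature, dark; technique: fluorescence intensity of OMFP turnover product; benchmarks: no-enzyme and uninhibited controls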
MsrA inh = inhibitors of bovine MsrA; purified bovine MsrA, absorbance read-out; inhibition, % at 15.5 µM; 0.75% of 360,000 active; in the data active = inhibition above about 4.5%;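 also: 0% = vehicle wells with enzyme and 100% = reference inhibitor wells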
Rpn11 inh = inhibitors of human proteasome Rpn11; O00487; human 26S proteasome, Ub4-pepOG fluorescence polarization; 20S core pre-blocked with epoxomicin; calls only at 20 µM; 0.59% of 360,000 active;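 active = inhibition at 20 µM, scaled to each plate's controls, above about 33%, limit read from the data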
STEP inh = STEP (human) phosphatase inhibition. 0.25% of 360,000 active. AID 588621. recombinant STEP, OMFP fluorogenic substrate, fluorescence. inhibition, % at 20 µM;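 active = inhibition at 20 µM, scaled per plate between control wells, above about 37%, limit read from the data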;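 also: 0% = DMSO with enzyme and substrate and 100% = substrate only without enzyme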
Target sequence (P54829 whole entry, looked up): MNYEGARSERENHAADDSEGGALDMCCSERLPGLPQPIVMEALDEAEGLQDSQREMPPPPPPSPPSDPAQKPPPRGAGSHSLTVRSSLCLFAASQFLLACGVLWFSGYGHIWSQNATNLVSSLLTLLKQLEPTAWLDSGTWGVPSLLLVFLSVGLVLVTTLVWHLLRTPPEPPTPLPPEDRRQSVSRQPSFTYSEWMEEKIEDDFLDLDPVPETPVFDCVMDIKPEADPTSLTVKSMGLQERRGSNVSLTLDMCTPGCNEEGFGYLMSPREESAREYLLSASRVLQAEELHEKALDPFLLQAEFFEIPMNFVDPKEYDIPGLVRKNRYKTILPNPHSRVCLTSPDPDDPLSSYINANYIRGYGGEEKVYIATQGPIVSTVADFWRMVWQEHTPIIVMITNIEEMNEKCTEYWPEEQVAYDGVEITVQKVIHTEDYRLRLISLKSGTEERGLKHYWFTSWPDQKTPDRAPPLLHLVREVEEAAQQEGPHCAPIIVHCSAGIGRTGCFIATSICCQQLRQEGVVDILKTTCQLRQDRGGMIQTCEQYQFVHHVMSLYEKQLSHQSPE
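material = STEP tyrosine phosphatase | reagent = fluorogenic phosphatase substrate OMFP at 25 µM final | doses = single compound dose of 20 µM, 1% DMSO final | schedule = 20 min reaction, room temperature, in the dark | measured by = fluorescence, 480/540 nm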
CSN inh = inhibitors of human CSN-mediated cullin deneddylation; AID 651999; Purified CSN, SCF-Nedd8-OG deneddylation, fluorescence polarization; 0.38% of 360,000 active; inhibition, % at 12.5 µM; Q92905;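 active = pattern-corrected inhibition above about 35%, with an unprinted fluorescence ratio check between 0.5 and 1.5, limit read from the data, passing the limit was not always enough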;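 also: 0% = enzyme with substrate and 100% = substrate without enzyme; some results filed as inactive read as strong as hits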
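Assay system: HEK293T-derived human Csn5 enzyme; quantity: 0.24 nM enzyme; medium: Tris/NaCl/DTT buffer, pH 7.5; also added: substrate SCFSkp2-Nedd8OG, 10 nM; doses: 12.5 µM compound; schedule: 90 min reaction at room temperature; signal: FP; read-out: % inhibition of substrate cleavage by Csn5; benchmarks: substrate-only high control, full reaction low control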
* marks the source's active call; other numbers are inactive results; i = inactive; nt = no result given.

SMILES	Scp-1 inhibitor	NadD block	Tb MetRS inh	DNMT1 inh	SUMO1-SIM PPI	LMPTP block	MsrA inh	Rpn11 inh	STEP inh	CSN inh
CCN(CC)Cc1c(-c2ccccc2)[nH]c2ccc(C)cc2c1=O	-5	10	-0.6	4	-1	-0.8	1.0	i	-4	3
COC(=O)N1C(=O)[C@](c2ccc(Cl)cc2)(C(C)C)N1C(=O)OC	-3	-6	-0.3	4	-4	-0.3	-0.7	i	2	-5
COc1ccccc1C(C)NS(=O)(=O)c1ccc(Cl)nc1 (stereo not drawn)	1	-1	-0.4	-1	-1	-1.8	-0.1	i	-2	-2
Cc1ccc(C(C)NC(=O)Cn2nc(C)c([N+](=O)[O-])c2C)cc1 (stereo not drawn)	-14	-2	0.8	-2	2	-1.3	0.7	i	2	-8
CCN(CC)C(=O)c1cccc(NC(=O)c2ccc3c(=O)n4c(nc3c2)CCC4)c1	-7	3	-0.1	-1	5	0.6	0.5	i	-1	-6
COc1ccc(Cl)cc1NC(=O)COC(=O)/C=C/c1c(C)nn(C2CCS(=O)(=O)C2)c1Cl (stereo not drawn)	-6	5	0.2	0	1	1.7	0.0	i	-2	-1
Cc1ccc(N2CC(C(=O)N/N=C/c3cccc([N+](=O)[O-])c3)CC2=O)cc1 (stereo not drawn)	-6	0	-0.9	-3	-17	-0.6	-0.1	i	-3	3
C/C(=N/NC(=O)CNC(=O)c1ccccc1F)c1ccc2c(c1)CCCC2	1	-2	0.3	2	1	-0.4	1.9	i	0	112
O=C(NCC1CCCO1)C(=O)NCC1CCCN1S(=O)(=O)c1ccccc1 (stereo not drawn)	-6	-3	-0.1	2	2	-0.3	0.9	i	-2	-6
CC(C)(C)SC(=O)C[C@@H]1NS(=O)(=O)OC2CCCCC21 (stereo partly drawn)	5	-6	-0.4	1	0	-1.8	-0.2	i	-2	0
Cc1ccc(C(=O)NNC(=O)Cc2cccs2)cc1	-14	1	-0.1	-5	1	-1.5	-0.5	i	0	2
CC1(C(=O)NS(=O)(=O)c2ccc(Cl)cc2)CCN1C(=O)Cc1cccc2ccccc12 (stereo not drawn)	nt	-5	0.4	2	5	-2.2	1.8	i	1	-2
CC(C)(C)NC(=O)C1c2ccccc2OCC(=O)N1Cc1ccc2c(c1)OCO2 (stereo not drawn)	nt	-2	-0.5	nt	-1	-2.0	-0.6	nt	nt	-3
CCOC(=O)N1CCc2[nH]c3ccc(C)cc3c2C1	15	2	-0.7	-8	-2	-0.2	-0.1	i	-2	-11
O=C(Nc1nc2ccccc2[nH]1)C12CC3CC(CC(C3)C1)C2	-2	-2	-1.4	-5	2	-0.2	0.8	i	2	2
Cc1cccc(OCC(=O)NNC(=O)c2ccc([N+](=O)[O-])cc2)c1	-1	-2	0.4	-1	-17	-0.1	-0.6	i	1	-5
Cc1cc(NC(=O)CSc2nc3ccccc3n2CCC#N)no1	-3	-2	-0.4	-2	0	-0.9	0.1	i	-2	-5
O=C(CN(CCc1ccccc1)C(=O)CNS(=O)(=O)c1ccccc1)NCC1CCCO1 (stereo not drawn)	5	-2	-1.2	-2	-4	-1.0	0.5	i	-5	3
CCN1CCN(c2cc(C)c3cc(NC(=S)N4CCOCC4)ccc3n2)CC1	-6	-2	-0.6	-1	-4	4.2	0.7	i	0	-5
Cc1ccc(S(=O)(=O)N2CCN(CC(=O)N/N=C/c3ccc(C)o3)CC2)cc1	-6	-2	0.0	-2	-11	-2.5	1.5	i	-1	-3
O=C(/C=C/c1cccc(F)c1)OCC(=O)N1CCCC1	10	-2	-0.3	1	-12	-1.1	-0.3	i	-2	3
O=C(Nc1ccc(S(=O)(=O)NCc2ccco2)cc1)c1ccc2ccccc2n1	20	6	0.0	-1	-4	1.3	1.3	i	7	3
O=C(O)CCC(=O)N1N=C(c2ccc(Br)cc2)CC1c1ccc(Br)cc1 (stereo not drawn)	-10	7	-0.3	-2	-10	0.4	-0.8	i	4	1
CC(=O)c1c(C)n(C)c2ccc(OC(=O)c3ccc([N+](=O)[O-])cc3)cc12	59*	4	-0.8	7	-7	0.4	0.0	i	0	-2
N#Cc1ccc(OCc2nnc(SCC(=O)N3CCCc4ccccc43)n2-c2ccccc2)cc1	3	-2	-1.2	-4	0	0.6	-0.5	i	1	4
Cn1c(=O)c2[nH]c(CCCc3nc4ccccc4[nH]3)nc2n(C)c1=O	0	-2	-0.3	4	-1	-1.8	1.1	i	-1	-3
COC(=O)c1cc(C(=O)OCC(=O)Nc2ccc(N3CCOCC3)cc2)cc([N+](=O)[O-])c1	-6	5	-0.1	0	-29	-0.3	0.4	i	-1	-2
CCOC(=O)c1cc2c(=O)n3ccccc3nc2n(CCOC)c1=NC(=O)c1ccncc1	-2	-4	-0.4	1	-21	-2.6	1.2	i	-2	-3
COc1ccc(C2(C(=O)Nc3cc(C)on3)CCOCC2)cc1	0	6	-2.0	-3	-1	0.7	-1.6	i	1	2
Cc1nc(NCCc2ccc(F)cc2)c2nnn(Cc3ccccc3)c2n1	-5	3	0.2	7	0	-3.7	0.1	i	-1	4
Cc1ccc(CCNC(=O)C2CCN(S(=O)(=O)c3ccc4nc5c(c(C(=O)O)c4c3)CCCC5)CC2)cc1	1	3	-0.1	-10	5	0.1	0.6	i	0	7
CCOc1ccc2oc(C(=O)OCC(=O)NC3CC3)c(C)c2c1	6	0	-1.2	-1	1	1.6	-0.8	i	-2	1
O=C1NC[C@H](CCCCN2CCN(CCc3ccccc3)C(=O)C2=O)N(CCC2CCCCC2)C1=O	nt	6	0.5	nt	2	0.7	-0.5	nt	nt	-3
O=C(CSc1nnc(Cc2cccs2)n1-c1ccccc1)NCc1ccc2c(c1)OCO2	-2	1	-0.2	-7	2	0.0	-0.2	i	-3	1
COc1ccc(S(=O)(=O)N2CCCCC2)cc1NC(=O)c1ccc(C)cc1	-2	2	0.0	10	-6	-1.3	-1.2	i	-2	-3
CNS(=O)(=O)c1cn(CC(=O)N(C)Cc2ccccc2)cc1S(=O)(=O)NC	-1	-4	-0.8	-1	-4	-1.4	-0.8	i	-2	-8
COc1cccc(NC(=O)C2(C)CCN2Cc2ccc(OC)c3ccccc23)c1 (stereo not drawn)	nt	5	-0.5	2	-7	4.2	0.6	i	0	0
COc1cccc(CC(=O)OCc2csc(CC(=O)Nc3ccccc3C)n2)c1	-6	1	0.0	-1	6	0.8	-0.7	i	-3	-4
COc1ccc(OC)c(NC(=O)CSc2n[nH]c(-c3cccnc3)n2)c1	-2	-1	-0.1	1	5	-2.0	-0.5	i	3	4
CCNC(=S)NNC(=O)CSc1nc2ccccc2n1C	-7	-3	-0.3	0	2	-2.3	0.2	i	-3	3
O=C(CSc1nc2ccccc2o1)Nc1ccc(N2CCOCC2)c(Cl)c1	-1	4	0.2	-8	2	1.9	1.9	i	-1	-3
COC(=O)CC1(c2cccc3ccccc23)C(=O)c2ccccc2C1=O	-12	-5	-1.4	-3	-26	0.1	-0.7	i	0	-4
O=[N+]([O-])c1ccc(N2CCN(c3ccccc3Cl)CC2)cn1	-6	-5	2.8	-4	-20	1.6	0.8	i	0	1
O=C(NC1CCCCC1)C(C1CC1)n1c(=O)c(-c2ccco2)nc2ccccc21 (stereo not drawn)	nt	nt	-0.1	nt	-11	-0.2	-0.6	nt	nt	11
CCOc1ccc(S(=O)(=O)N2CCN(Cc3ccc4c(c3)OCO4)CC2)cc1Cl	4	-5	0.3	0	-1	2.1	0.5	i	3	3
COC(=O)[C@]1(Cc2ccccc2)N[C@H](CN(C)S(=O)(=O)c2ccc(C)cc2)[C@@H]2C(=O)N(Cc3ccccc3)C(=O)[C@@H]21	-8	2	0.5	-10	-2	1.4	-0.6	i	3	-1
N#C/C(=C/c1ccc(-c2ccc(Br)cc2)o1)C(=O)NC1CCCCC1	-10	-2	0.2	-4	-3	2.1	-0.5	i	-4	0
Cc1cccn2c(=O)c(C=O)c(NCc3ccccc3)nc12	-15	-6	-0.6	-1	-11	1.3	-0.3	i	4	1
COc1cc(C(Nc2ccc(S(=O)(=O)N3CCC(C)CC3)cc2)C(=O)NCC2CCCO2)cc(OC)c1OC (stereo not drawn)	-5	-6	-0.3	1	4	-1.3	0.3	i	5	0
COc1ccc(NS(=O)(=O)c2cccc(C(=O)NCc3ccccn3)c2)cc1	-8	3	-0.2	-3	-41	-8.5	0.3	i	4	-4
CCOc1cc2[nH]c(=S)n(CCCC(=O)NCc3ccccn3)c(=O)c2cc1OCC	-2	0	0.0	2	4	0.0	1.6	i	-1	-3
Cc1ccn(C(=O)c2ccc(NC(=O)CC(C)C)cc2)n1	3	0	-1.1	-4	-2	-1.7	-0.5	i	-1	-2
COC(=O)CSc1ccc2nnc(CCNS(=O)(=O)c3ccccc3)n2n1	-11	0	-0.1	0	0	-2.5	-0.6	i	3	-6
COn1c(-c2ccccc2)nc2ccc(Cl)cc21	-8	-6	-0.5	-5	-4	-0.1	0.7	i	-1	-1
Cc1cccc(NC(=O)c2nc[nH]c2C(=O)NCCCCNC(=O)c2[nH]cnc2C(=O)Nc2cccc(C)c2)c1	4	37*	-0.2	10	3	0.3	-1.0	i	-4	4
Cn1c(=N)n(CC(O)c2ccco2)c2ccccc21 (stereo not drawn)	-13	-1	0.0	4	-1	-1.3	-0.8	i	-2	-5
O=C(Nc1ccccc1)c1cc2ccccc2s1	-16	-6	-0.2	0	-6	1.1	-0.4	i	-2	-1
CNC(=O)c1c(NC(=O)C2=COCCO2)sc2c1CCC(C)C2 (stereo not drawn)	-8	-4	0.4	-1	-2	2.2	3.4	i	5	0
O=C(CNC(=S)N(CCCN1CCOCC1)Cc1cccs1)N1CCCCCC1	3	-8	-0.9	-1	1	-1.1	2.4	i	1	-2
